Source: PubChem BioAssay
H9c2 protect = myocardial damage modulation in H9c2 cells; H9c2 cardiomyocytes, H2O2 injury protection, ATPLite, 2 h; protection from H2O2 cell death, % at 20 µM; actives 0.63% (n = 360,000);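 active means compounds giving at least 50% protection of heart cells from peroxide-induced death in the single-dose screen, raw or plate-pattern-corrected value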;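 further: 0% = DMSO wells with peroxide and 100% = DMSO wells without peroxide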
MC4R antagonist = antagonists of human melanocortin 4 receptor (MC4R). P32245. MC4R-expressing cells, MTII-stimulated cAMP, LANCE TR-FRET. inhibition, % at 6.5 µM. actives 0.48% (n = 360,000). AID 540295;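 active means inhibition above its plate's cutoff, the mean of tested wells on that plate plus 3 SD, cut at about 29% in these data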;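 further: 0% = Melanotan II alone and 100% = Melanotan II plus saturating MCL0020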
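Assay system: U2OS cells stably expressing human melanocortin 4 receptor (MC4R) / Dosing: 6.5 µM / Timing: compound 30 min, challenge 1 h, detection 1 h / Measured by: Eu-cAMP/anti-cAMP TR-FRET, emission 671 nm / Replicates: singlicate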
Vif imaging = inhibitors of HIV Vif. HEK293T cells, Vif self-association by quenched fluorescence, imaging, 24 h. inhibition, % at 7.49 µM. actives 0.35% (n = 340,000); in the data active means inhibition above about 50%, passing the limit was not always enough; further: some results filed as inactive read as strong as hits
N-glyco inh = blocks N-linked glycosylation in D54 reporter cells | D54 ERlucT glycosylation luciferase reporter, 24 h; percent of 100 nM tunicamycin response | reporter increase, % at 12.5 µM | actives 0.23% (n = 360,000) | AID 588692;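 active means mean luciferase reporter signal, scaled so untreated is 0 and the glycosylation-blocking control 100, at or above a set limit in every replicate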;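 further: luciferase carries N-glycosylation sites so blocking glycosylation raises the light; 0% = median of neutral control wells and 100% = median of 100 nM tunicamycin wells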
PDI turbidity = PDI (human) enzyme inhibition; actives 0.052% (n = 350,000); P07237; PDI insulin aggregation turbidity, A650, 90 min; inhibition, % at 10 µM;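 active means mean inhibition across replicates of 30% or more, whatever share of single replicates reach that level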;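 further: absorbance from insulin aggregation driven by PDI reduction with DTT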
Target sequence (P07237 whole entry, looked up): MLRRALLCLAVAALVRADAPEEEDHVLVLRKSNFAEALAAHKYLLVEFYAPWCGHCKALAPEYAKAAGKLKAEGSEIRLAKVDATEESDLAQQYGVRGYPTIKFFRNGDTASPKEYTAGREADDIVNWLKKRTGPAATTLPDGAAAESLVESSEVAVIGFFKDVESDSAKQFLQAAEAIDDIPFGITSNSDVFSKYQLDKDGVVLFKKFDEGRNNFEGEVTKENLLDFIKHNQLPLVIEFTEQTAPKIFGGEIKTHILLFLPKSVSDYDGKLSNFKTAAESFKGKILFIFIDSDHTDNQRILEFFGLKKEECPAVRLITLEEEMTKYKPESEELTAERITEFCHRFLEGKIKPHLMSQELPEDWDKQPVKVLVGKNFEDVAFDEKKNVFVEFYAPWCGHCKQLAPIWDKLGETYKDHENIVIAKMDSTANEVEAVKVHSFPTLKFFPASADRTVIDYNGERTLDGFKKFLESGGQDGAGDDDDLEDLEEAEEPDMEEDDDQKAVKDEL
m5-HT2A agonist = activates the mouse 5-HT2A serotonin receptor | P35363 | CHO-K1 mHTR2A beta-arrestin complementation, luminescence; percent of 30 µM serotonin response | activation, % at 7.6 µM | actives 0.66% (n = 360,000);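 active means activation above a run cutoff, the mean activation of all tested compounds plus 3 SD, cut at about 14% in these data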;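 further: 0% = plate median of compound wells and 100% = 30 µM serotonin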
Target sequence (P35363 whole entry, looked up): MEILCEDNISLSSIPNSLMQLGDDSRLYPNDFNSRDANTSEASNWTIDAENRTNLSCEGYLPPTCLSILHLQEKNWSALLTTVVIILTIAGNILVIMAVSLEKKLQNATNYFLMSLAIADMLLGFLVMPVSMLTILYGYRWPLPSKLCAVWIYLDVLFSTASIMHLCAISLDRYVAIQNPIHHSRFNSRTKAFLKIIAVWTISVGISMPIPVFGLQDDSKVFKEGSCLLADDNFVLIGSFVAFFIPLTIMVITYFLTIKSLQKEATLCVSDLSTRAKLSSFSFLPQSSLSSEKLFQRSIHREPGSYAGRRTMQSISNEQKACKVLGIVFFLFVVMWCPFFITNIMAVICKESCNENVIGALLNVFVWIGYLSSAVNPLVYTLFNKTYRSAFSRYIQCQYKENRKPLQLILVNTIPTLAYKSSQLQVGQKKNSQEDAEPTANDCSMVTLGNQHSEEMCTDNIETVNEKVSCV
ABCB6 inh MLPCN = blocks the human ABCB6 transporter; K562-ABCB6 porphyrin accumulation, flow cytometry, 1 h; hits give low values; fluorescence ratio to DMSO, % at 10 µM; actives 0.19% (n = 360,000);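 active means fluorescence ratio to DMSO below 75%, the collection mean minus 3 SD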;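 further: signal is porphyrin accumulated inside mitochondria; 100% equals median channel fluorescence of DMSO control wells; lower ratio means ABCB6 inhibition with less porphyrin fluorescence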
aDG glyco act = increases alpha dystroglycan glycosylation; Pro5-aDG cells, alpha-DG glycosylation AlphaScreen (IIH6); 0% Pro5, 100% B10-LARGE cell signal; AID 624168; actives 0.22% (n = 360,000); activation, % at 10 µM;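 active means activation of at least 8% versus controls, or a plate z-score of at least 8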;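 further: Pro5 are CHO cells carrying HIG-tagged alpha-DG that lacks glycosylation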
CaV13 FRET inh = Primary screen for inhibitors of IQ motif and Ca2+-dependent inactivation inhibitor domain binding in CACNA1D, Förster resonance energy transfer in living cells, …; AID 743397; HEK cells, CFP/YFP FRET ICDI-IQ, plate reader, 10 min; percent FRET-ratio fall versus neutral wells; inhibition, % at 12.3 µM; actives 0.098% (n = 340,000);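 active means mean replicate inhibition of at least 30% and at least 1% of replicates passing that level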;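 further: 0% = median of the neutral control wells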
MC4R ag barr = human MC4R agonism via beta-arrestin. P32245. U2OS MC4R beta-arrestin complementation, luminescence; percent of melanotan II response, DMSO zero. activation, % at 8.9 µM. actives 0.98% (n = 360,000). AID 540308;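 active means activation above a per-plate cutoff, the mean activation of sample wells on that plate plus 3 SD, cut at about 8% in these data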
Starred values were filed as active, the others as inactive; nt = not tested or not shown; & = joins results of further samples.

SMILES	H9c2 protect	MC4R antagonist	Vif imaging	N-glyco inh	PDI turbidity	m5-HT2A agonist	ABCB6 inh MLPCN	aDG glyco act	CaV13 FRET inh	MC4R ag barr
NS(=O)(=O)c1ccc(CCNC(=O)c2cc(-c3ccccn3)nc3ccc(Br)cc23)cc1	17	16	27	-7	-4	0	91	-0.1	-7	-1.1
C/C(N)=C(/C#N)C(=O)CSc1nnc(Nc2cccc(C)c2C)s1	-3&-2	0&1	-4&-15	-3&-2	-5&-2	4&1	89&100	-0.2&0.1	-7&-5	1.1&-1.8
COc1ccc(NC(=O)c2ccc(NC(=O)C3CC3)cc2)cc1	4	9	6	0	-10	3	97	0.1	-6	-4.4
COC(=O)CSc1ncnc2c1cnn2-c1ccc(C)cc1C	-4	-7	9	0	-3	2	95	-0.1	-2	-1.4
O=C(CSc1nnc(COc2ccc(Cl)cc2)o1)N1CCN(c2ccccc2)CC1	-4	0	-1	-4	nt	0	94	-0.1	-2	-0.6
Cc1cc(C)cc(C(=O)Nc2nc3ccccc3[nH]2)c1	-4	16	-4	2	-2	1	100	0.6	-7	0.2
Cc1ccccc1C(C(=O)NCc1ccco1)N(CC1CCCO1)C(=O)Cn1nnc2ccccc21 (centres undefined)	12	-1	20	1	6	5	100	0.4	0	1.9
S=C(c1ccc(N2CCCC2)cc1)N1CCCCC1	-3	-3	nt	1	-22	-6	89	-0.5	-4	-2.7
O=C(CN1CCOCC1)Nc1ccc(S(=O)(=O)NC2CCCCC2)cc1	-10	2	0	-3	1	-1	101	0.4	-10	1.5
O=C(Cc1ccccc1[N+](=O)[O-])Nc1nccs1	1	10	-5	2	-2	-2	93	-0.1	-7	-0.6
O=C(Nc1ccc(OC(F)(F)F)cc1)Oc1ccccc1N1CCCCC1	1	10	24	0	-2	4	100	-0.2	-5	2.4
CC(C)Oc1ccc(C(=O)NNC(=O)c2ccccc2C(=O)O)cc1	8	13	nt	1	-2	-5	96	-0.2	-4	-1.1
COc1ccc(CNC(=O)c2ccc(-c3ccccc3)cc2)cc1OC	-9	-3	-2	-2	15	-5	102	0.3	-3	1.1
Cc1ccc(N(Cc2cc3ccc(C)cc3[nH]c2=O)S(=O)(=O)c2ccccc2)c(C)c1	-4	-2	4	-3	0	5	107	0.2	-5	-1.1
CCN(CC)CCNC(=O)C1(O)c2cc(Br)ccc2NC(=O)N1c1ccccc1 (centres undefined)	-3	1	14	1	0	7	94	-0.3	-16	-1.8
Cn1cc([N+](=O)[O-])c(C(=O)Nc2ccc(C3CCCCC3)cc2)n1	-18	0	-2	-6	5	-7	102	0.3	-5	-0.3
COc1ccc(N2CC(C(=O)NCc3nnnn3-c3ccc(C)c(C)c3)CC2=O)cc1 (centres undefined)	-2	-4	8	0	-7	10	105	-0.1	-5	0.3
O=C(N/N=C/c1ccc(N2CCOCC2)cc1)C1COc2ccccc2O1 (centres undefined)	5	4	0	0	4	2	101	0.3	2	-2.5
CC(C)Nc1ncnc2c1cnn2-c1ccccc1	-19	8	-6	-9	9	-4	101	0.0	-6	-1.2
CCC/S(C)=N/S(=O)(=O)c1ccc(C)cc1 (centres undefined)	-1	-2	10	2	-6	6	101	0.1	-3	-0.4
O=C(c1ccccc1)C1CCN(C(=O)c2ccco2)CC1	-5	2	-1	-1	0	-1	95	0.0	-2	-1.8
COC(=O)c1ccccc1NC(=O)COC(=O)Cc1ccc(S(=O)(=O)N2CCOCC2)s1	7	7	4	2	-6	-4	93	0.2	-2	-1.0
O=c1ccc(-c2ccccc2)nn1Cc1ccccc1	-2	2	-10	1	-2	2	95	0.0	-2	-0.8
O=C(NOC(=O)c1ccccc1F)c1ccc(OC(F)F)cc1	0	7	3	2	-32	3	89	0.0	12	-2.9
O=C(O)C1CSC(CCc2ccccc2)N1 (centres undefined)	2	7	-9	5	5	13	108	-0.2	-5	-1.4

A run of entries from the list above:
SMILES	H9c2 protect	MC4R antagonist	Vif imaging	N-glyco inh	PDI turbidity	m5-HT2A agonist	ABCB6 inh MLPCN	aDG glyco act	CaV13 FRET inh	MC4R ag barr
NS(=O)(=O)c1ccc(CCNC(=O)c2cc(-c3ccccn3)nc3ccc(Br)cc23)cc1	17	16	27	-7	-4	0	91	-0.1	-7	-1.1
C/C(N)=C(/C#N)C(=O)CSc1nnc(Nc2cccc(C)c2C)s1	-3&-2	0&1	-4&-15	-3&-2	-5&-2	4&1	89&100	-0.2&0.1	-7&-5	1.1&-1.8

Remaining list, next part.
SMILES	H9c2 protect	MC4R antagonist	Vif imaging	N-glyco inh	PDI turbidity	m5-HT2A agonist	ABCB6 inh MLPCN	aDG glyco act	CaV13 FRET inh	MC4R ag barr
NC1=NC(=O)C(Cc2ccccc2)S1 (centres undefined)	1	8	13	0	4	-2	95	0.0	-18	1.2
CCN1C(=O)CC(SC2CC(=O)N(CC)C2=O)C1=O (centres undefined)	-4	9	1	0	2	-4	90	1.0	-5	-2.8
CC(OC(=O)Cn1cnc2c1c(=O)n(C)c(=O)n2C)C(=O)Nc1ccc(Cl)cc1 (centres undefined)	-1	10	8	-1	0	2	98	0.1	-17	0.7
CC(C)COc1ccc(C(=O)Nc2ncn[nH]2)cc1	4	-3	-11	0	-4	7	167	0.1	-21	-0.4
CCN(CC(=O)Nc1ccc(NC(C)=O)cc1)C(=O)CSc1ncnc2sc(C)c(C)c12	-5	3	17	1	-2	9	100	0.3	-5	-3.1
O=C(NC1CC1)C1=C[C@@H](c2csc3ccccc23)C[C@@H](OCc2ccc(CO)cc2)O1	7	10	7	-2	1	-1	88	0.8	-5	-0.8
O=C(CS(=O)(=O)c1ccc(Cl)cc1)NCc1ccccc1	2	19	-4	2	3	4	102	-0.2	-7	-1.8
COc1ccc(NC(=O)CN(C)C(=O)c2cc3c(s2)CCC(C)C3)cc1 (centres undefined)	-7	7	-3	-1	3	1	98	1.9	-6	-2.6
Cc1ccc(S(=O)(=O)N2CCOCC2)cc1NC(=O)C1CC(=O)N(c2ccc3c(c2)OCCO3)C1 (centres undefined)	5	5	1	0	1	2	99	-0.1	-5	-1.7
CCn1cc(C(=O)N2CCc3ccccc32)c(=O)c2cc(S(=O)(=O)N3CC(C)CC(C)C3)ccc21 (centres undefined)	18	16	7	-2	0	-2	98	0.1	-3	-3.0
Cc1ccc(Nc2nc(NCC3CCCO3)nc(N)c2[N+](=O)[O-])cc1 (centres undefined)	10	-6	3	0	-6	6	92	-0.3	-3	4.8
CCN(CC)C1=NS(=O)(=O)c2cc([N+](=O)[O-])ccc21	-5	13	1	6	6	4	86	4.2	-7	-0.5
C=CCOc1ccc(CNCC2CCCO2)cc1 (centres undefined)	1	-6	-7	-1	5	-2	102	0.0	1	1.0
COCCNC(=O)C(c1ccc(C)o1)N(Cc1ccc(OC)cc1)C(=O)Cn1nnc2ccccc21 (centres undefined)	6	20	5	-1	-3	7	89	0.7	-5	-0.5
COc1ccccc1NC(=O)Nc1nnc(Cc2ccccc2F)s1	-10	2	2	-3	-15	0	97	-0.1	-20	3.2
COc1ccc(C(=O)COc2ccc3ccc(=O)oc3c2)c(OC)c1	18	-2	-1	0	-1	-4	100	0.3	nt	1.2
CN(c1ccccc1C(=O)Nc1ccc(S(=O)(=O)N2CCCCC2)cc1)S(C)(=O)=O	3	4	4	-2	-3	-4	96	-0.3	-5	-1.5
CCOc1ncccc1C(=O)OC(C)C(=O)NC1CCCCC1 (centres undefined)	-1	-1	8	2	0	2	100	0.0	-6	0.3
COc1cc(C(=O)NCCCn2ccnc2)cc(OC)c1OC	9	-2	-3	1	-4	0	95	-0.1	-4	-1.6
CCCNC(=O)C1(C)CCN1C(=O)c1cc(C)n(C)n1 (centres undefined)	4	2	8	2	8	2	101	0.1	-5	-0.5
OC(COCc1ccccc1)CN1CCc2ccccc2C1 (centres undefined)	3	3	3	1	6	-7	98	-0.2	-5	-1.0
CCCCCC(=O)N1C[C@H](O)[C@@H](n2cc(-c3ccc(F)cc3)nn2)C[C@@H]1c1ccc(C)cc1	-20	6	14	2	9	-3	100	0.0	-10	0.4
S=C(NCc1ccco1)Nc1ccc(Cl)cc1	3	14	7	2	2	0	101	-0.4	-5	-1.8
Cc1ccc(Cn2ccc(NC(=O)c3cc(-c4ccc5c(c4)OCO5)on3)n2)cc1	-2	8	-4	3	-13	1	103	-0.1	-5	-1.8
COc1ccc(C=C2C(=O)OC(C)(C)OC2=O)cc1OC	-2	-6	nt	1	-3	3	96	0.0	-21	0.5
CCc1cccc(NC(=S)N(CCN(C)C)C(C)c2ccncc2)c1 (centres undefined)	4	1	4	0	1	2	95	0.0	-2	-1.7
Nc1cnn(Cc2ccc(F)cc2)c1	0	7	4	0	1	12	98	-0.2	4	-2.1
CC(=O)Nc1ccc(NC(=O)C2CC(=O)N(Cc3ccco3)C2)cc1 (centres undefined)	-1	14	1	2	3	1	94	-0.2	-7	-2.1
O=C1C(=C2CCc3ccccc32)Cc2ccccc21	-12	-3	-8	-2	1	-1	102	-0.4	-13	3.3
CC1Cc2ccccc2N1C(=O)CSc1nnc(N)s1 (centres undefined)	-1	-5	nt	0	2	13	99	0.1	-3	-2.3

Among those listed so far, nine have an aryl methoxy group.
SMILES	H9c2 protect	MC4R antagonist	Vif imaging	N-glyco inh	PDI turbidity	m5-HT2A agonist	ABCB6 inh MLPCN	aDG glyco act	CaV13 FRET inh	MC4R ag barr
COc1ccc(NC(=O)c2ccc(NC(=O)C3CC3)cc2)cc1	4	9	6	0	-10	3	97	0.1	-6	-4.4
COc1ccc(CNC(=O)c2ccc(-c3ccccc3)cc2)cc1OC	-9	-3	-2	-2	15	-5	102	0.3	-3	1.1
COc1ccc(N2CC(C(=O)NCc3nnnn3-c3ccc(C)c(C)c3)CC2=O)cc1 (centres undefined)	-2	-4	8	0	-7	10	105	-0.1	-5	0.3
COc1ccc(NC(=O)CN(C)C(=O)c2cc3c(s2)CCC(C)C3)cc1 (centres undefined)	-7	7	-3	-1	3	1	98	1.9	-6	-2.6
COCCNC(=O)C(c1ccc(C)o1)N(Cc1ccc(OC)cc1)C(=O)Cn1nnc2ccccc21 (centres undefined)	6	20	5	-1	-3	7	89	0.7	-5	-0.5
COc1ccccc1NC(=O)Nc1nnc(Cc2ccccc2F)s1	-10	2	2	-3	-15	0	97	-0.1	-20	3.2
COc1ccc(C(=O)COc2ccc3ccc(=O)oc3c2)c(OC)c1	18	-2	-1	0	-1	-4	100	0.3	nt	1.2
COc1cc(C(=O)NCCCn2ccnc2)cc(OC)c1OC	9	-2	-3	1	-4	0	95	-0.1	-4	-1.6
COc1ccc(C=C2C(=O)OC(C)(C)OC2=O)cc1OC	-2	-6	nt	1	-3	3	96	0.0	-21	0.5

Compounds were not picked by outcome (roughly 3.6% active in at least one column).
